# GPR151 ag – activators of human GPR151; PathHunter beta-arrestin GPR151 cells, luminescence; activation, % at 11.2 µM; 650,000 compounds, 1% hits; AID 1508602; in the data active = activation above about 4.9%;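 note: 0% = median of compound wells and 100% = cells with positive control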
# Target sequence (Q8TDV0 whole entry, looked up): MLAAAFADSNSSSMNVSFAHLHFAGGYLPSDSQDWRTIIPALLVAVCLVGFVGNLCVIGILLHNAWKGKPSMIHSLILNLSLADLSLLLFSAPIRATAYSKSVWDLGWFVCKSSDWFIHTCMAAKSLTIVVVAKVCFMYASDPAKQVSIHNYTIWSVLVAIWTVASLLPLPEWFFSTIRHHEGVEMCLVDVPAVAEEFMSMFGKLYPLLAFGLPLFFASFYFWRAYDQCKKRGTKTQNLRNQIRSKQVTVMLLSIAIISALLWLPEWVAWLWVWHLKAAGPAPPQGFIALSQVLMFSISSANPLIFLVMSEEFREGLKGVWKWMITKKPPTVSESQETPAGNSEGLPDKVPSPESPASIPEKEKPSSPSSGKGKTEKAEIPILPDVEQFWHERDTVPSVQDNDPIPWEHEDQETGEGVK
# MITF primary – human MITF inhibition, primary screen | O75030 | AID 1259374 | inhibition, % at 2.6 µM | 650,000 compounds, 0.91% hits | AlphaScreen MITF homodimerization, bead proximity signal; in the data active = inhibition above about 50%;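 note: 0% = vehicle wells with protein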
# Target sequence (O75030 whole entry, looked up): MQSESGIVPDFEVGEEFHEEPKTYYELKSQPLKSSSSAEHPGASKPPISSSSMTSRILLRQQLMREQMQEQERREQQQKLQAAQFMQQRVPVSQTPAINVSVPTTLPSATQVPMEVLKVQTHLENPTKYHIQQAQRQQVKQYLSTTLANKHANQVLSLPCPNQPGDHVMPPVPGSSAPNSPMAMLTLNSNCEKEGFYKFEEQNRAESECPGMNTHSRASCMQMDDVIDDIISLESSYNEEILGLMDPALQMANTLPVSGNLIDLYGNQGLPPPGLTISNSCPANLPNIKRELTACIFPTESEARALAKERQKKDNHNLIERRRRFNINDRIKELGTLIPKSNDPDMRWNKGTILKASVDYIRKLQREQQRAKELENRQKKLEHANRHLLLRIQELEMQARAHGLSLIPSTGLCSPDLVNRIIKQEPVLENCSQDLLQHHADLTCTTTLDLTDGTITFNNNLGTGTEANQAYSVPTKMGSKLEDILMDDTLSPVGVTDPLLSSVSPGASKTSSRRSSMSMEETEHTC
# TEAD-YAP inh – TEAD-YAP interaction inhibition; 640,000 compounds, 1.4% hits; HEK-TIYL cells, TEAD-Gal4/YAP UAS-luciferase luminescence; AID 1259422; inhibition, % at 9.12 µM; in the data active = inhibition above about 32%;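 note: 0% = median of test compound wells and 100% = reference inhibitor wells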
# FBW7 act – activators of human E3 ligase FBW7; 650,000 compounds, 0.13% hits; normalized activity (activation), % at 26.1 µM; AID 1259310; Q969H0; AlphaScreen FBW7–phospho-cyclin E peptide binding, activator screen; in the data active = normalized activity above about 1.9%;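 note: purified mutant Fbw7 with reduced substrate affinity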
# Active calls of the source: *; & = joins results of further samples.
cpd | canonical_smiles | GPR151 ag | MITF primary | TEAD-YAP inh | FBW7 act
1 | COC(=O)CN(C1CCCCC1)S(=O)(=O)c1ccc(F)cc1 | 1.0 | 1 | -14 | -0.1
2 | COc1ccc(C(=O)NC(C)c2ccccc2)cc1I (stereo not drawn) | 0.0 | 4 | 4 | -0.1
3 | CCOC(=O)N1CCN(CC(O)COc2ccc(CC)cc2)CC1 (stereo not drawn) | -2.0 | 17 | 8 | 0.2
4 | CCOc1nc(-c2ccccc2Cl)c2cc(Br)ccc2n1 | 0.3 | 0 | 11 | 0.1
5 | COC(=O)COc1ccc2c(C)c(C)c(=O)oc2c1 | -0.9 | -6 | 3 | 0.1
6 | Clc1ccc(-c2cnc3ccc(NC4CCOCC4)nn23)cc1 | -0.3 | -24 | -14 | 0.0
7 | COc1ccc(NC(=O)C2C3C=CC(C3)C2C(=O)Nc2ccc(OC)cc2)cc1 (stereo not drawn) | -0.8 | -7 | 0 | 0.0
8 | Cc1cc2c(=O)n(CC(=O)N3CCN(c4cccc(Cl)c4)CC3)cnc2s1 | -0.1 | 9 | 6 | -0.1
9 | CC(=O)Nc1nnc(CCS(=O)(=O)c2ccc(Cl)cc2)s1 | 1.6 | -1 | 5 | 0.0
10 | CC(=O)c1c(C)[nH]c(C(=O)OCc2nc(N)nc(Nc3ccccc3C)n2)c1C | 0.8 | 5 | 2 | 0.5
11 | CCOc1ccc(OCCCCNCCO)cc1 | -0.5 | 64* | 2 | 0.3
12 | CCOC(=O)c1c(NC(=O)CSc2nnc(CNC(=O)COc3ccccc3)n2-c2cccc(C)c2)sc2c1CCCC2 | -1.1 | 5 | 5 | 0.1
13 | COc1ccc(C(=O)OCCN(C2=NS(=O)(=O)c3ccccc32)c2ccccc2)c(OC)c1 | 0.0 | -5 | 2 | -0.3
14 | O=C(c1nc2nc(-c3ccc(Cl)cc3)cc(C(F)(F)F)n2n1)N1CCOCC1 | 0.7 | -5 | 0 | 0.5
15 | CCOc1ccc(NC(=O)CSc2nc3c(sc(=S)n3-c3ccc(OCC)cc3)c(=O)n2-c2ccc(C)cc2)cc1 | 0.3 | -10 | -9 | -0.1
16 | O=C(CN1CCN(CCC(=O)Nc2ccccc2F)CC1)Nc1ccc(F)cc1 | -0.3 | -8 | 0 | -0.2
17 | CC(C)c1ccc(NC(=O)C2CCC(CNc3c(N4CCCC4)c(=O)c3=O)CC2)cc1 (stereo not drawn) | 0.1 | 1 | 1 | -0.1
18 | C=CCC(O)(CC=C)CNCc1ccc(OCC(O)CN2CCCCC2)cc1 (stereo not drawn) | 0.6 | -1 | 0 | -0.1
19 | Nc1ccc(-c2nnn(CC(=O)Nc3ccc(C4CCCCC4)cc3)n2)cc1 | 8.1* | -7 | -5 | 0.1
20 | O=S(=O)(NCCc1ccccc1)c1cccc2nonc12 | -1.0 | -6 | -3 | -0.1
21 | CN(C)c1ccc(/C=N/c2nccs2)cc1 | 0.7 | 5 | -16 | -0.2
22 | COc1ccccc1/C=C/C(=O)Nc1cccc2ccccc12 | -0.9 | 7 | -47 | 0.1
23 | O=C(CSc1ncnc2ccccc12)Nc1ccccc1F | 0.1 | 17 | 6 | 0.2
24 | Cc1ccc(/C=C/C(=O)O)cc1S(=O)(=O)N1CCCc2ccccc21 | 0.7 | 14 | -4 | 0.0
25 | CCN(CC(=O)Nc1ccc([N+](=O)[O-])cc1OC)c1ccccc1 | 0.0 | 17 | 10 | 0.3
26 | COc1cc(OC)cc(C(=O)N2CCN(C(=O)c3ccc(OC)c(OC)c3)CC2)c1 | -0.8 | -2 | 7 | -0.2
27 | O=C(O)CC1(CC(=O)Nc2ccc3[nH]c(=O)nc(-c4ccccc4)c3c2)CCCC1 | -0.3 | 0 | -15 | -0.1
28 | Cc1cccc(NC(=O)CN(C)S(=O)(=O)c2ccc3nc(-c4ccccc4)[nH]c3c2)c1C | -2.3 | 6 | 16 | -0.2
29 | COc1ccccc1/C=C/CN1CCC(N2CCC(C(=O)N3CCCC3)CC2)CC1 | -0.2 | -1 | 9 | -0.1
30 | COc1ccc(/C(O)=C2\C(=O)C(=O)N(Cc3ccncc3)C2c2ccc(Br)cc2)cc1 (stereo not drawn) | 1.1 | 3 | 0 | -0.1
31 | COCCn1c(=S)[nH]c2cc(C(=O)NCCSCc3ccccc3)ccc2c1=O | -0.4 | 10 | 4 | 0.7
32 | Cc1cc(Br)ccc1NC(=O)CNC(=O)Cn1c(C)cc2ccccc2c1=O | -0.6 | -14 | -1 | 0.0
33 | CC1CN(Cc2nc3ccccc3n2C)Cc2ccccc2O1 (stereo not drawn) | 0.6 | 12 | -5 | -0.1
34 | COc1ccc(/C=C(/NC(=O)c2cccc([N+](=O)[O-])c2)C(=O)O)cc1OC | -2.2 | 14 | 12 | 0.3
35 | COc1ccc(N2CCN(S(=O)(=O)c3cc(C(=O)Nc4ccc(Br)cc4)ccc3F)CC2)cc1 | 0.3 | 13 | 5 | 0.1
36 | CC(C)n1cnc2c(NCCOc3ccccc3)nc(NC3CCN(Cc4ccccc4)CC3)nc21 | -0.3 | -7 | 15 | -0.2
37 | O=C(O)COc1ccc(NC(=O)c2ccco2)cc1 | 0.7 | 11 | -3 | 0.1
38 | Nc1n[nH]c(C2CC2)c1N=Nc1ccc(Cl)cc1 | -1.0 | 4 | -4 | -0.3
39 | Cc1sc(NC(=O)CSc2nnc(COc3ccccc3)o2)nc1-c1ccccc1 | -0.5 | 2 | 2 | -0.2
40 | N#CC(=C1CCCC1)c1nc(-c2cc3ccccc3oc2=O)cs1 | -0.1 | 7 | 3 | 0.1
41 | COc1ccc(NC(=O)Cn2cnc3sc4c(c3c2=O)CCC(C)C4)c([N+](=O)[O-])c1 (stereo not drawn) | 1.6 | 13 | -3 | 0.1
42 | Cc1cc(C(=O)OCC(N)=O)c2ccccc2n1 | 0.1 | 11 | 4 | 0.0
43 | O=C(CCn1c(=O)oc2cc(Cl)ccc21)n1c(=O)oc2ccccc21 | 1.9 | 22 | -3 | 0.4
44 | CCOc1ccc(CN(C)S(=O)(=O)c2ccc(OC)c(Br)c2)cc1OC | 2.3 | -10 | 2 | 0.2
45 | CCCCCCOC(=O)C1=C(C)NC(=O)NC1c1cc(OC)c(O)c(OC)c1 (stereo not drawn) | 1.8 | -8 | -24 | -0.1
46 | CCCCCCOc1ccc(OC(=O)c2cccnc2)cc1 | 1.1 | 9 | -3 | 0.0
47 | NC(=O)NC(Cc1c[nH]c2ccccc12)C(=O)O (stereo not drawn) | -0.5 | 3 | -1 | 0.0
48 | O=C1CCCN1CCCNc1nc(NCc2cccnc2)nc2c1ncn2-c1ccccc1 | 0.3 | 1 | 5 | -0.1
49 | C/C(=C\c1ccccc1)C(=O)Nn1c(-c2ccccc2F)nc2ccccc2c1=O | 0.0 | -12 | -9 | -0.1
50 | Cn1cc(-c2ccncc2)cc(NC(=O)[C@H]2COc3ccccc3O2)c1=O | 3.5 | -4 | -5 | 1.0
51 | FC(F)(F)c1cccc(Nc2nc(Cl)nc(NCc3ccco3)n2)c1 | 1.3 | -2 | 1 | -0.2
52 | O=C(NCc1ccc2c(c1)OCO2)c1cc2cc(Cl)cc(Cl)c2oc1=O | -0.4 | -9 | -8 | -0.1
53 | Cc1ccccc1-c1cn[nH]c1C1CCN(Cc2cccnc2)CC1 | 0.8 | -10 | 6 | -0.1
54 | CC(=O)OC(OC(C)=O)C12C=CC(O1)C1C(=O)N(c3ccc(Cl)c(C(=O)O)c3)C(=O)C12 (stereo not drawn) | 0.3 | -17 | 1 | -0.2
55 | C=CCNC(=O)Nc1c[nH]c2ccc(OCC)nc2c1=O | 1.6 | 10 | 10 | 0.1
56 | CCOc1ccc(CN2CCNC(=O)C2CC(=O)NCc2cn3cc(C)sc3n2)cc1 (stereo not drawn) | -1.3 | 2 | -2 | 0.0
57 | CCOC(=O)c1ccc(N2C(=O)C(=O)/C(=C(/O)c3ccc(OC)cc3)C2c2ccccc2)cc1 (stereo not drawn) | 0.1 | -13 | -1 | -0.1
58 | CC(C)NCC(O)c1ccc(NS(C)(=O)=O)cc1 (stereo not drawn) | 0.6&1.0&0.8&-0.8 | -3&4&5&17 | 5&16 | 0.0&0.3&0.0&-0.1
59 | COC(=O)C(C)Oc1ccc2c(-c3cccc([N+](=O)[O-])c3)cc(=O)oc2c1 (stereo not drawn) | -2.0 | 8 | 11 | 0.4
60 | CC[C@H](C)[C@@H]1NC(=O)[C@@H]2C[C@H](NC(=O)OCc3ccccc3)CN2C1=O | 2.0 | 1 | 4 | -0.2

# More structures follow:
cpd | canonical_smiles | GPR151 ag | MITF primary | TEAD-YAP inh | FBW7 act
61 | Cc1sc2nc(-c3ccc(N4C(=O)CCC4=O)cc3)oc(=O)c2c1C | 0.3 | -10 | 5 | -0.1
62 | COC(=O)N/N=C\c1cccc(OC(=O)c2cccs2)c1 | -0.6 | -12 | -9 | 0.4
63 | CC1CCN(C(=O)C2(c3cccs3)CCOCC2)CC1 | -0.9 | 5 | 0 | 0.0
64 | CCOC(=O)C1=C(C)N=c2s/c(=C\c3ccc(OC)cc3OC)c(=O)n2C1c1ccc(N(C)C)cc1 (stereo not drawn) | -1.2 | 1 | 0 | 0.0
65 | O=C(Cc1c[nH]c2ccccc12)NNC(=O)C1CCCC1 | 2.4 | -4 | -3 | 0.0
66 | O=C(c1cc(COc2cccc3cnccc23)on1)N1CCCC(CN2CCCC2)C1 (stereo not drawn) | 0.1 | -3 | 24 | -0.1
67 | COc1ccc(S(=O)(=O)Nc2ccccc2OC)cc1Cl | 0.5 | 0 | -7 | -0.1
68 | O=S(=O)(c1ccccc1)N(C1CCCC1)C1CCCC1 | -1.3 | 2 | -8 | 0.1
69 | O=C1CCCN2N=C(SCC(=O)Nc3ccc(Cl)cc3)SC2=N1 | -0.5 | 4 | 23 | 0.0
70 | Cc1ccc(C(=O)N(CCO)Cc2cc3cc(C)ccc3[nH]c2=O)cc1 | 1.5 | 4 | -7 | 0.1
71 | Cc1ccc(S(=O)(=O)NNC(=O)C(=O)NNS(=O)(=O)c2ccc(C)cc2)cc1 | -0.3 | -4 | -1 | -0.1
72 | COc1cc(F)ccc1CN1CCC(n2nccc2NC(=O)CC(C)C)CC1 | 2.1 | 2 | 2 | -0.1
73 | COc1cc(/C=C2/C(=O)N(C)c3ccccc32)cc(Cl)c1OC | -0.5 | 4 | -18 | -0.2
74 | CCOC(=O)C1CCC(CN(Cc2ccccc2C)S(=O)(=O)c2ccc3c(c2)OCCO3)CC1 (stereo not drawn) | 0.6 | 15 | 3 | -0.1
75 | CN(C(=O)c1cccc2ncccc12)c1nc2c(s1)CCc1occc1-2 | -0.3 | 12 | -7 | 7.5*
76 | O=C(COC(=O)CCNS(=O)(=O)c1ccc(Cl)cc1)NCc1ccco1 | -0.8 | 6 | -3 | 0.1
77 | COC(=O)C1=C(C)N=c2s/c(=C\c3cn(-c4ccccc4)nc3-c3ccccc3)c(=O)n2C1c1ccc(OC)cc1 (stereo not drawn) | -0.6 | 9 | 7 | 0.0
78 | CC(=O)N[C@H]1[C@H](Oc2cccc3ccccc23)O[C@H](COC(C)=O)[C@@H](OC(C)=O)[C@@H]1OC(C)=O | 0.2 | -4 | 8 | -0.1
79 | O=C(CN1C(=O)S/C(=C\c2ccccc2)C1=O)NCCO | 3.2 | -22 | -1 | -0.1
80 | CC1OC(Nc2ccc(C(=O)O)cc2)C(O)C(O)C1O (stereo not drawn) | 0.2 | -15 | 0 | 0.1
81 | COc1ccc(Cl)cc1NC(=O)c1c(-c2ccccc2Cl)noc1C | 0.6 | -11 | 5 | 0.0
82 | Cc1occc1-c1nnc(SCC(=O)NC(C)(C)C)n1CC(C)C | 0.0 | 0 | 3 | 0.2
83 | CCC(=O)N1CCC(CN=Cc2c(C)[nH]n(-c3ccc([N+](=O)[O-])cc3)c2=O)CC1 | -5.7 | -6 | 12 | -0.1
84 | COc1ccc(N2C(=O)CSC2c2ccc(C(C)C)cc2)cc1 (stereo not drawn) | 1.2 | -16 | 4 | -0.1
85 | Cc1ccc2oc(C(Cl)(Cl)Cl)cc(=O)c2c1 | 0.7 | -5 | 0 | 0.0
86 | CCCCc1cc(=O)oc2c(C)c(OC(C)=O)ccc12 | 1.0 | -2 | 20 | -0.3
87 | CCOc1ccc2[nH]cc(S(=O)(=O)c3ccc(C)cc3)c(=O)c2c1 | -0.5 | 10 | -3 | -0.1
88 | Nc1ccc2c(c1)OC1(O)c3ccccc3C(=O)C21O (stereo not drawn) | 0.1 | 5 | 7 | 0.0
89 | COC(=O)c1cccc(Nc2cc(C)nc3c(OC)cccc23)c1 | -0.9 | 11 | 3 | 0.2
90 | CCc1ccc2[nH]c(=O)c(CN(CCO)C(=O)NCc3ccccc3)cc2c1 | 2.2 | 0 | 0 | 0.0
91 | C=CCN1CCN(C(c2ccc(C)cc2)c2nnnn2C2CCCC2)CC1 (stereo not drawn) | 0.3 | 11 | -3 | 0.0
92 | CC1CCN(C(=O)CSc2nc3ccccc3c(=O)n2CC2CCC(C(=O)NCc3ccccc3Cl)CC2)CC1 (stereo not drawn) | 0.8 | -16 | -11 | -0.1
93 | COc1ccc2c(CNCCc3cccs3)c(C(=O)O)n(Cc3ccc(C)cc3)c2c1 | -0.7 | 16 | 1 | 0.5
94 | O=C(COc1cccc(Cl)c1)N1CCOCC1 | 1.0 | 1 | -15 | 0.0
95 | Cc1cc(C)nc(/N=C(\NC(=O)C(C)(C)C)Nc2cccc(C(F)(F)F)c2)n1 | 0.1 | -3 | 4 | -0.1
96 | CCOc1cccc(C2C(C(=O)OC)=CNC=C2C(=O)OC)c1 | 1.2 | 15 | -1 | 0.6
97 | CCC(=O)Nc1cccc(Nc2nc(Cl)nc(Nc3cccc(NC(=O)CC)c3)n2)c1 | 0.7 | -11 | -5 | -0.1
98 | c1coc(CNc2ccc3ncc(-c4ccco4)n3n2)c1 | -0.1 | 56* | 0 | 1.6
